# Autophagy HCS – autophagy modulation, high-content screen; MEF GFP-LC3 puncta imaging; test concentration mostly 10 µM; calls only at 10 µM (by protocol); 190,000 compounds, 0.98% hits;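 active = percentage of spot-positive cells more than 3 SD above its plate mean, without a fluorescence outlier flag or 80% toxicity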;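 also: spot-positive cell cutoff set from DMSO-treated cells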
# Dynein cargo inh – dynein cargo transport inhibition; 3617.4 mouse cells, GR-EGFP nuclear translocation imaging; test concentration mostly 20 µM; stimulated with dexamethasone, 1 µM; hits give low values; z-score, hits read low; 220,000 compounds, 0.47% hits; AID 1381;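 active = plate z-score of nuclear minus cytoplasmic receptor signal below a set negative limit, without overly bright fluorescence or cell loss, cut at about -3.5 in these data, passing the limit was not always enough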;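 also: z-score of nuclear minus cytoplasmic ring GR-EGFP intensity difference per well; some compounds called inactive have numbers as strong as hits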
#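 Medium: Induction medium lacking tetracycline, stripped serum | Probe or stimulus: 1.0 µM final dexamethasone stimulus | Schedule: 48 h induction, then 1 h compound, then 30 min agonist, 37 °C | Signal: Automated 10x imaging of fixed Hoechst-stained cells | Evaluation: Per-cell GR-EGFP intensity, nucleus versus surrounding cytoplasmic ring, well-averaged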
# Ins promoter up – MIN6 insulin promoter up-regulation | 190,000 compounds, 0.3% hits | MIN6 insulin promoter-GFP reporter, high-content imaging; hits give high values | z-score at 5 µM | AID 1625;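 active = z-score above 3 at 5 µM with at least 500 cells counted in the well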
# MT stabilize HCS – stabilizes microtubules in HeLa cells; 200,000 compounds, 0.83% hits; % tubulin-high responders, % at 10 µM; AID 2205; HeLa tubulin immunostaining HCS, 24 h; share of cells brighter than vehicle mean+2SD;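 active = plate Z-score above 3 for both tubulin-high and condensed-nucleus cell shares, with cell loss under 80%, at 10 µM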;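 also: anti alpha tubulin signal scored within the nucleus-defined area of each cell; some results filed as inactive read as strong as hits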
# M1AAP inhibition – malaria alanyl aminopeptidase activity blockers – biochemical, fluorogenic H-Leu-NHMec substrate, 1536-well (AID 1445) | one-dose inhibition, % at 30 µM; IC50 in µM for titrated hits | 220,000 compounds, 0.42% hits | recombinant M1AAP, H-Leu-NHMec fluorogenic kinetic assay; higher % means a stronger effect;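 active = primary inhibition above the hit cutoff, then over 50% inhibition at one or more dose response concentrations, cut at about 23% in these data, passing the limit was not always enough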;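 also: plate controls were DMSO full reaction for no effect and no enzyme background for full effect; strong numbers were not always called active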
# K1F lysis inhibition – protection from phage-mediated lysis, alamar blue read-out – E. coli UTI89, K1F phage, bacterial capsule biogenesis inhibitors (AID 488966); E. coli UTI89 K1F phage lysis, alamar blue, 2 h; higher % means a stronger effect; inhibition, % at 100 µM; hits with a dose series show IC50 in µM; 340,000 compounds, 0.02% hits;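 active = phage lysis inhibition, versus mean bacterial control, above a set limit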;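 also: capsule biogenesis inhibitors block K1F phage lysis so surviving cells raise fluorescence; higher fluorescence means more inhibition of phage lysis; actives were called in the ten point dose series up to 300 µM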
# ER stress rescue – protection against thapsigargin-triggered cell killing – 384-well, CSM14.1, ATP luminescence, primary screen (AID 1222). 190,000 tested, under 10 active. cellular ATP content (survival), % at 20 µM, or EC50 in µM where a hit was titrated. CSM14.1 thapsigargin-induced death rescue, ATP luminescence; higher % means a stronger effect;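 active = EC50 below 50 µM in the dose-response confirmation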;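 also: death triggered by thapsigargin at about 15 µM added after 2 h compound pretreatment; cell ATP read after overnight thapsigargin exposure of roughly 18 to 22 hours; normalized against plate controls of thapsigargin alone and 5% DMSO vehicle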
# bCat nuc transl – alters nuclear translocation of beta-catenin in HeLa cells. immunofluorescence imaging. nuclear translocation activity, % at 5 µM. 190,000 compounds, 0.3% hits. AID 1665;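 active = nuclear translocation activity above 50% at 5 µM, with a well cell count of 50 or more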;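 also: per-cell ratio of nuclear to cytoplasmic median beta-catenin stain intensity; plate controls were DMSO negative control for no effect and GSK-3 inhibitor IX positive control for full effect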
#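 System: HeLa cells, endogenous beta-catenin; compound dosing: 5 µM primary single dose, 0.1% DMSO, 0.02–20 µM confirmation series; incubation: 24 h compound exposure at 37°C, 5% CO2; signal: beta-catenin immunofluorescence imaging with DAPI; evaluation: % activation, nuclear-to-cytoplasmic median beta-catenin signal ratio per cell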
# M17LAP inhibition – P. falciparum M17LAP inhibitors, primary screen, biochemical, fluorogenic H-Leu-NHMec substrate, 1536-well (AID 1619); recombinant M17LAP, H-Leu-NHMec fluorogenic kinetic assay; higher % means a stronger effect; one-dose inhibition, % at 30 µM; IC50 in µM for titrated hits; 220,000 compounds, 0.38% hits;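 active = compound inhibiting the enzyme by more than half at any dose during confirmatory dose-response retesting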;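 also: plate controls were full reaction with DMSO carrier for no effect and no enzyme background for full effect; strong numbers were not always called active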
# Dynein cargo inh cytoplasmic EGFP – further read-out of Dynein cargo inh, marked with its call; z-score; measured here: cytoplasmic GR-EGFP intensity; hits give high values
# Dynein cargo inh nuclear GR-EGFP – second read-out of Dynein cargo inh, no call of its own (marks repeat the call); z-score; measured here: nuclear GR-EGFP intensity;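 lower value marks the stronger effect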
# Dynein cargo inh cell count – also measured in Dynein cargo inh; calls as there; z-score; measured here: cell count per field
# Ins promoter up cell count – further read-out of Ins promoter up, marked with its call; cell count; measured here: cytotoxicity, nuclei count;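 total cells summed across four imaged fields per well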
# bCat nuc transl cell count 5 µM – further read-out of bCat nuc transl, marked with its call; cell count; measured here: cell count, cytotoxicity flag
# MT stabilize HCS Hoechst-high % – second read-out of MT stabilize HCS, no call of its own (marks repeat the call); % Hoechst-high responders; measured here: nuclear condensation Hoechst responders;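 share of cells brighter than vehicle mean plus two SD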
# MT stabilize HCS cytotoxicity % – further read-out of MT stabilize HCS, marked with its call; toxicity, %; measured here: cytotoxicity by cell density;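 0% = mean cell density of plate MIN control wells and 100% = no cells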
# Autophagy HCS cell loss 18 h – second read-out of Autophagy HCS, no call of its own (marks repeat the call); toxicity, %; measured here: cell loss, nuclei count;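 cell loss after 18 h compound exposure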
# Numbers without * were called inactive; i = inactive; . = no result given; [ ] = another dose, or the depositor's remark.
SMILES,Autophagy HCS,Autophagy HCS cell loss 18 h,Dynein cargo inh,Dynein cargo inh cytoplasmic EGFP,Dynein cargo inh nuclear GR-EGFP,Dynein cargo inh cell count,Ins promoter up,Ins promoter up cell count,MT stabilize HCS,MT stabilize HCS Hoechst-high %,MT stabilize HCS cytotoxicity %,M1AAP inhibition,K1F lysis inhibition,ER stress rescue,bCat nuc transl,bCat nuc transl cell count 5 µM,M17LAP inhibition
CC1(C)C(=O)OC(c2ccccc2)C2(CCCC2)C1=O (stereo unspecified),i,-3,-0.41,0.04,0.11,0.33,0.7,816,1.1,1.0,7.9,-4%,-0.8%,2.5%,-0.3,1040,-4%
CCOC(=O)C(NC(=O)NCc1ccccc1)(OCC)C(F)(F)F (stereo unspecified),i,-4,0.023,-0.24,0.069,0.76,-0.08,1382,11,5.5,3.3,4%,0.8%[50 µM],-1.8%,6.4,561,-1%
S=C(NC1CC1)NC1CCCc2ccccc21 (stereo unspecified),i,-1,-0.53,-0.26,-0.49,1.2,-0.01,1212,0.9,0.8,3.7,3%,-1.6%,0.3%,-1.4,1136,-3%
CCOC(=O)Cn1c(=NC(=O)c2nc3ccccc3s2)sc2cc(S(N)(=O)=O)ccc21,i,-6,-0.4,-0.24,-0.44,0.4,-0.04,1331,2.6,3.5,7.7,6%,3.0%[50 µM],-1.1%,-0.6,972,-19%
CCN1CCCC1CN(Cc1cc2cc(C)ccc2[nH]c1=O)C(=O)Nc1ccccc1OC (stereo unspecified),i,-47,0.16,-0.068,0.13,0.052,0.59,917,3.4,2.3,9.5,16%,1.2%,-2.3%,-7.7,1005,11%
c1cc(C(c2nnnn2C2CCCCC2)N2CCN3CCCC3C2)ccn1 (stereo unspecified),i,-1,1.5,0.31,0.74,-2.3,.,.,7.4,2.9,6.7,15%,2.0%[50 µM],0.2%,-10,551,6%
CC(O)[C@H]1CNC(=O)C(=O)N1CC1(c2ccccc2)CC1 (stereo partly specified),.,.,0.42,-0.76,0.14,0.017,1.3,690,.,.,.,8%,5.7%,.,-1.2,1306,1%
CCOc1ccc(S(=O)(=O)N(CC(=O)N/N=C/c2cccs2)c2ccc(C)cc2)cc1,i,17,-0.4,-0.16,0.17,0.014,0.08,1744,41,12,55,0%,3.5%,-1.8%,-1.6,1121,-2%
CCN(CC)CCN1C(=O)C(=O)/C(=C(/O)c2c(C)[nH]c(C(=O)OC)c2C)C1c1ccc(OC)cc1 (stereo unspecified),i,-1,-1.2,-0.13,-0.25,-0.024,0.3,1116,3.7,2.7,12,-3%,0.0%,-0.7%,-6.9,958,15%
Cc1ccc(-c2nc(=S)c3c(n2Cc2cccnc2)CC(C)(C)OC3)cc1,.,.,-0.17,-0.26,0.56,0.3,-0.14,1108,.,.,.,9%,-0.9%,.,0.2,1319,4%
Cc1ccc(C2CC(=O)NC3=C2C(=O)CCC3)cc1Br (stereo unspecified),i,-8,-1.1,-0.2,-0.45,0.97,0.01,1484,1.6,1.7,9.4,2%,0.6%[50 µM],2.2%,0.6,1351,2%
Cc1ccc(C2C3=C(CCCC3=O)OC3=C2C(=O)CCC3)cc1,i,11,0.9,-0.23,0.73,0.17,-0.44,1475,3.8,2.5,3.0,3%,-0.7%[50 µM],0.4%,-3.1,1088,3%
CCOC(=O)c1ccccc1NC(=O)c1ccc2c(=O)n3c(nc2c1)CCCCC3,.,.,0.81,-0.12,0.84,-0.52,-3.7,814,6.4,1.3,6.8,.,0.2%,2.1%,4.1,1089,.
CCOC(=O)C1(Cc2cccc(F)c2)CCN(C(=O)C2CCC2)CC1,i,-11,1.7,-0.25,1.1,-0.66,0.13,1533,1.8,1.0,4.8,2%,2.8%,3.2%,0.4,1002,0%
CCCCCn1c(=O)[nH]c2cc(C(=O)NCCCN3CCC(C)CC3)ccc2c1=O,i,9,0.15,0.13,0.82,-1.3,-0.05,883,8.4,2.0,4.8,5%,-0.1%,-0.4%,1.4,1360,7%
CCOC(=O)c1c(-c2cccs2)csc1NC(C)=O,i,0,-0.21,-0.25,-0.12,0.89,-0.2,1291,5.3,2.4,4.9,1%,0.0%,-0.2%,-0.3,500,-15%
O=C(c1cccc(F)c1)N1CCN(Cc2c[nH]c3ccccc23)CC1,i,5,-1.3,-0.088,-0.72,1.7,0.25,1651,2.9,1.8,6.7,3%,0.1%,-1.5%,1.1,1288,-1%
O=C(NC1(C(F)(F)F)NC(=O)N(CC2CCCCC2)C1=O)c1ccco1 (stereo unspecified),i,4,0.29,-0.29,0.32,0.45,-0.29,1142,2.9,2.1,8.0,-1%,-0.1%,-1.5%,-0.9,1153,-7%
O=C(CSc1nc2ccccc2s1)NCCCN1CCOCC1,i,-11,-0.43,-0.14,-0.093,-0.15,-0.4,1056,1.5,1.9,4.9,0%,-1.4%,2.8%,-0.2,1116,-3%
Cc1nn(-c2ccccc2)c(C)c1/C=C/C(=O)OCC(=O)N(C)C1CCS(=O)(=O)C1 (stereo unspecified),i,13,0.92,-0.31,1.2,-0.92,0.09,1446,3.7,3.2,6.5,6%,0.7%,0.0%,0.7,1537,2%
COc1ccc(Cl)cc1S(=O)(=O)N1CCN=C1C,i,8,-0.031,-0.065,0.22,-0.4,1,871,7.4,1.6,6.4,0%,0.6%,-0.1%,.,.,4%
CC(C)c1nc2sc3c(SCC(=O)NCc4ccco4)ncnc3c2c2c1CCC2,i,-10,-1.3,-0.05,-0.51,0.27,2.1,1063,2.6,2.3,8.5,8%,-0.9%,-1.7%,16,493,5%
Cc1ccc(C(C)C)c(OCC(=O)NNC2=CC(=O)CC(C)(C)C2)c1,.,.,0.43,-0.13,0.81,-1.2,-0.11,1137,.,.,.,9%,-1.1%,.,-1.0,1300,14%
CCCc1[nH]nc2c1C1(CCN(C(=O)OCc3ccccc3)CC1)C(C#N)=C(N)O2,i,-2,0.0046,0.16,0.093,-0.24,.,.,1.6,2.3,11,4%,2.3%,-1.4%,.,.,74%
COc1ccc(NS(=O)(=O)c2cccc(C(=O)NNC(=O)NCCCl)c2)cc1,i,-2,-0.16,-0.29,-0.54,-0.53,.,.,2.0,1.8,3.5,-1%,3.5%,-0.2%,-3.2,931,5%

# New compounds follow.
SMILES,Autophagy HCS,Autophagy HCS cell loss 18 h,Dynein cargo inh,Dynein cargo inh cytoplasmic EGFP,Dynein cargo inh nuclear GR-EGFP,Dynein cargo inh cell count,Ins promoter up,Ins promoter up cell count,MT stabilize HCS,MT stabilize HCS Hoechst-high %,MT stabilize HCS cytotoxicity %,M1AAP inhibition,K1F lysis inhibition,ER stress rescue,bCat nuc transl,bCat nuc transl cell count 5 µM,M17LAP inhibition
Cn1c(Cc2ccccc2)nnc1SCCC(=O)Nc1ccccc1,i,-9,0.8,-0.23,0.31,0.4,-0.12,1146,4.4,2.3,5.4,8%,0.4%,-0.1%,-5.5,1260,7%
O=C(NC(=S)Nc1ccccc1)c1cc(-c2ccccc2)nc2ccccc12,i,11,0.4,-0.21,0.73,-0.52,0.46,1455,4.3,2.8,6.0,10%,3.7%,-1.6%,0.7,1138,5%
O=C(N/C=N/OCc1ccc(Cl)cc1Cl)NOCc1c(Cl)cccc1Cl,i,-2,-0.42,-0.15,0.077,0.12,0.07,1188,1.3,2.2,9.1,-2%,0.3%,3.7%,1.4,1241,6%
COc1ccc(CSCCc2n[nH]c(=S)n2-c2ccccc2)cc1,i,13,-0.57,-0.32,0.11,0.54,.,.,3.6,1.8,8.6,-1%,0.2%,0.4%,0.3,1493,-17%
COc1ccc2cc(CCNC(=O)c3ccc4c(c3)OCO4)c(=O)[nH]c2c1,i,11,-0.85,-0.17,-0.087,1.3,0.93,1909,2.8,1.5,3.3,1%,-0.4%,.,-3.2,1077,20%
Clc1cccc(/C=N/Nc2nnc(Cl)c3ccccc23)c1,i,-19,0.42,-0.16,0.57,-0.011,-0.25,1451,2.0,1.7,10,1%,4.2%,-1.1%,-2.9,956,-6%
Cc1ccc(CCNC(=O)C2CCN(S(=O)(=O)c3cccc4nonc34)CC2)cc1,i,2,0.046,-0.26,0.0026,0.74,0.02,1270,5.4,2.6,0.3,-4%,-0.3%,-3.1%,2.0,1089,-2%
COC(=O)c1ccc(COc2ccc(/C=N/N3CCN(C)CC3)cc2)cc1,i,2,0.078,0.11,0.75,-0.68,-0.56,1256,6.8,3.1,7.7,4%,0.7%,-1.0%,-0.6,1085,-10%
O=C(Nc1ccc(Cl)c(Cl)c1)c1csc(-c2ccccc2)n1,i,24,-0.35,-0.21,0.0095,0.067,-0.8,1803,1.2,2.7,11,-4%,0.2%,-1.1%,0.6,1130,-5%
O=C(Nc1cccc(C(F)(F)F)c1)C1CCCO1 (stereo unspecified),i,58,-0.91,-0.21,-0.41,0.83,-0.88,1553,2.6,1.6,6.7,3%,0.1%,-1.5%,0.3,1494,-15%
O=C1CC(N2CCN(Cc3ccccc3)CC2)C(=O)N1 (stereo unspecified),i,-22,-0.53,-0.25,-0.16,0.33,0.03,1526,2.9,2.1,13,3%,0.7%,-0.3%,0.5,1466,-2%

# Screens deposited in PubChem BioAssay by several laboratories.
